High-throughput results deposited in PubChem by Broad Institute.
ERAP1 inh = ERAP1 (human) enzyme inhibition; recombinant ERAP1, Leu-AMC fluorescence, 60 min; 0.15% of 340,000 active; Q9NZ08; inhibition, % at 10.7 µM;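 active means mean replicate inhibition of at least 30%, or all replicates individually reaching that 30% level; inactive means mean below 30% and not every replicate reaching it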;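 further: 0% = neutral control wells and 100% = L-leucinethiol positive control wells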
Target sequence (Q9NZ08 whole entry, looked up): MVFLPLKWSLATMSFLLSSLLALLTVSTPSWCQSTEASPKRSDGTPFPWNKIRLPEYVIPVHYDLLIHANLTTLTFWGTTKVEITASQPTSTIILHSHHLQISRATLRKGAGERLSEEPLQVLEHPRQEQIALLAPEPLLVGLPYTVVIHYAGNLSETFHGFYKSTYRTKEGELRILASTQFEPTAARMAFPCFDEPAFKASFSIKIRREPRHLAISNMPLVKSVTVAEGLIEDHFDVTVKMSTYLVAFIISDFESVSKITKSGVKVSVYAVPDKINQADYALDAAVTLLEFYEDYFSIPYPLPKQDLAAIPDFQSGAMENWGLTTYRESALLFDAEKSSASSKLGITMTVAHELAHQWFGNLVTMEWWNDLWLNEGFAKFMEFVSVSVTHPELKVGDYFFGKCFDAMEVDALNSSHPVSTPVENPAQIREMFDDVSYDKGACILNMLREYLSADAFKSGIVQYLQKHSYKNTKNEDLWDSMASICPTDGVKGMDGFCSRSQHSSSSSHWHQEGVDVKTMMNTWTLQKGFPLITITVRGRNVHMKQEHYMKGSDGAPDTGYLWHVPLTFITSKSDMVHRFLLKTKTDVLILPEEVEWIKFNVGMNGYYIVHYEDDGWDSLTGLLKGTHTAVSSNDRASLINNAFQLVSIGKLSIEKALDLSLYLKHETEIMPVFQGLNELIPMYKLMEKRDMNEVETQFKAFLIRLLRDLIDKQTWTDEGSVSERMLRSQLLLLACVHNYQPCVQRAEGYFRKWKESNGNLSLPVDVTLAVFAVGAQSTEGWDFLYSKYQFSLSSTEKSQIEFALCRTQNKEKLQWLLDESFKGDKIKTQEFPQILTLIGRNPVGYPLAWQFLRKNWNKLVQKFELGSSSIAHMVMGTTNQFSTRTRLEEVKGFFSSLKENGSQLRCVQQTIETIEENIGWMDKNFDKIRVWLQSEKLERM
S100A4 MyoIIA = S100A4-myosin IIA interaction inhibition | inhibition, % at 10.7 µM | S100A4/TAMRA-MyoIIA peptide fluorescence polarization | P26447 | 0.14% of 360,000 active | AID 652163;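 active means mean inhibition of at least 70% across replicates, with every replicate also reaching that level; inconclusive means mean inhibition reaches 70% but some replicates fall short; inactive means mean inhibition below 70%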
Target sequence (P26447 whole entry, looked up): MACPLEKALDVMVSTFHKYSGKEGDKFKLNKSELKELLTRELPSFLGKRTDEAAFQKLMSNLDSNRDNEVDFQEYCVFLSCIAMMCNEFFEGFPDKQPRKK
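Material: S100A4 monomer protein | Medium: HEPES pH 7.2 with CaCl2, KCl, NaCl, DTT, Triton | Reagent: Labelled myosin peptide probe, 5 nM | Doses: One dose per compound | Times: 5 min incubation before reading | Benchmarks: Neutral control DMSO, positive control TFP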
FN deposition inh = fibronectin deposition inhibition | AH1F fibroblasts, Alexa488-fibronectin deposition fluorescence, overnight | inhibition, % at 12.6 µM | 0.086% of 350,000 active | AID 743247;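 active means mean inhibition across replicates of 30% or more, regardless of how many single replicates reach that level; inconclusive means mean under 30% yet at least half of replicates reach 30%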;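 further: positive control wells lacked labelled fibronectin entirely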
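Material: AH1F fibroblasts assembling fluorescent fibronectin matrix; amount: 10000 AH1F cells/well; medium: DMEM, 2% serum; reagent: Alexa488-fibronectin, 24 nM final in well; dosing: single compound dose, delivered by pin transfer; incubation: 1 h adhesion, overnight exposure; detection: fluorescence after three HBSS washes, excitation 485 nm, emission 525 nm; measure: fibronectin deposition inhibition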
LGR2 antag = blocks bursicon-induced cAMP signaling via Drosophila LGR2; HEK293 LGR2, CRE-luciferase, bursicon-stimulated, 4 h; inhibition, % at 9.99 µM; 0.35% of 380,000 active; AID 720647;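 active means drop in luminescence signal, shown as inhibition above about 50% in the replicate tests, limit read from the data, passing the limit was not always enough; inconclusive means probably only some replicates passing the limit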;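 further: agonist challenge used bursicon conditioned medium at about half maximal strength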
EWS-Fli inh = EWS/Fli transcriptional activity inhibition; A673 NR0B1-luciferase reporter, viability-normalised; inhibition, % at 12.6 µM; 0.67% of 350,000 active;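 active means mean inhibition of at least 50% after viability correction, with every replicate also passing that limit; inconclusive means mean reaches 50% but only one of two replicates passes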;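 further: firefly luciferase signal divided by Alamar Blue viability fluorescence both relative to DMSO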
PAX8 reporter = lowers PAX8-driven luciferase in RMG-I cells. RMG-I TPO-luciferase reporter, SteadyGlo, 24 h. inhibition, % at 12.6 µM. 1.2% of 360,000 active. AID 652154;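 active means mean replicate inhibition at least 60% with every replicate also reaching 60%; inconclusive means only one of the two criteria is met; inactive means mean below 60% and not all replicates reaching 60%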;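 further: luciferase light reporting Pax8 driven TPO promoter activity; plate controls were median of neutral control wells for no effect and mitoxantrone controls for full effect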
PglD inh = inhibitors of Campylobacter jejuni PglD acetyltransferase. purified PglD enzyme, DTNB colorimetric CoA detection. 0.098% of 360,000 active. inhibition, % at 12.5 µM; in the data active means inhibition above about 16%, passing the limit was not always enough; inconclusive means no clear call, values can overlap the other calls; further: strong numbers were not always called active
PGC1a acetyl inh = modulators of PGC1a acetylation; U2OS PGC1a acetylation, AlphaScreen anti-acetyl-lysine; with virally co-expressed GCN5 acetyltransferase; inhibition, % at 15.6 µM; 0.17% of 350,000 active;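 active means every replicate shows inhibition of at least 40%; inconclusive means mean inhibition at least 40% but some replicate below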;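 further: 0% = neutral control wells and 100% = positive control wells; some results beyond the cut were filed as inactive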
* = called active by the depositor; u = inconclusive; x = no result given; & = joins results of further samples.

[1] COc1ccc(C2=NN(CCC(=O)NC3CCCCCC3)C(=O)CC2)cc1
[2] C[C@H](CO)N1C[C@H](C)[C@H](CN(C)Cc2cccc(F)c2)Oc2cc(-c3ccccc3)ccc2S1(=O)=O
[3] COc1ccc(C(=O)CC(=O)C(=O)Nc2ccc(C)cc2Cl)cc1
[4] Cc1cccc(C(=O)Nc2ccccc2C(=O)NCc2ccco2)c1
[5] COC(=O)c1[nH]c(C)c(/C(O)=C2\C(=O)C(=O)N(CCN3CCOCC3)C2c2ccc(C)o2)c1C (centres undefined)
[6] C[C@H](CO)N1C[C@H](C)[C@@H](CN(C)S(=O)(=O)c2ccc(F)cc2)Oc2ccc(NC(=O)Cc3cn(C)c4ccccc34)cc2CC1=O
[7] COc1ccc(C(=O)NCCS(=O)(=O)NCc2ccc(C)cc2)cc1
[8] CCOC(=O)c1ccc(NC(=O)CSC(=S)N2CCOCC2)cc1

Screen / compound no.	1	2	3	4	5	6	7	8
ERAP1 inh	2.1	-4.7	1.2	-1.6	x	5.0	-2.0	15.7
S100A4 MyoIIA	-2.8	-0.8	2.4	-0.1	-1.0	-78.6	-7.0	-3.4
FN deposition inh	1.1	-31.5	0.8	x	-3.1	x	-7.1	x
LGR2 antag	1.6	8.1	-8.2	-6.2	4.7	-5.5	-21.6	7.9
EWS-Fli inh	x	18.8	29.1	4.5	7.9	7.4	-7.2	-7.4
PAX8 reporter	4.9	x	-19.5	-6.3	-2.9	24.7	6.5	-2.7
PglD inh	-0.8	1.3	-2.4	-0.8	-2.9	0.7	3.7	x
PGC1a acetyl inh	-15.5	-19.3	-8.4	2.4	2.0	7.5	x	x

[9] COc1ccc(NC(=O)Nc2ccc3c(c2)C(=O)N([C@@H](C)CO)C[C@@H](C)[C@H](CN(C)Cc2ccc(C(=O)O)cc2)O3)cc1
[10] COc1cc(-c2cc(C(=O)Nc3cccc(C(C)=O)c3)c3ccccc3n2)cc(OC)c1OC
[11] CSc1ccc(/C=C/C(=O)OCC(=O)N(C)CCC#N)cc1
[12] Cc1sc2ncnc(Sc3ccccc3C(=O)Nc3ccc(Br)cc3)c2c1C
[13] CN(C)CC#Cc1ccc([C@H]2[C@H]3CN(C(=O)CN(C)C)CCCCN3[C@H]2CO)cc1
[14] CCN(CC)S(=O)(=O)c1cccc(C(=O)N/N=C/c2ccccn2)c1
[15] CC(C)C(=O)COc1c2occc2cc2ccc(=O)oc12
[16] CN(C)c1ccc(-c2csc(C(C)(O)c3cccc(F)c3)n2)cc1 (centres undefined)

Screen / compound no.	9	10	11	12	13	14	15	16
ERAP1 inh	0.1	3.7	-1.1	1.9	-1.5	-2.2	x	3.0
S100A4 MyoIIA	11.5	2.4	1.8	13.1	45.4	-3.0	-3.9	-4.4
FN deposition inh	x	-4.1	-2.8	7.4	x	-0.6	x	x
LGR2 antag	-4.1	8.4	5.1	x	1.4	-26.8	7.4	-31.3
EWS-Fli inh	-6.3	21.0	-3.8	-8.5	2.9	5.4	-8.1	-38.2
PAX8 reporter	x	35.8	-0.6	-1.3	8.2	-4.0	x	-56.9
PglD inh	2.9	-0.3	x	4.5	-2.1	x	-0.8	4.1
PGC1a acetyl inh	-0.1	x	x	-5.9	1.6	x	6.8	-3.4

Screen by screen, from the results shown:
PGC1a acetyl inh, nos. 12 to 15, in order: -5.9, 1.6, x, 6.8

Molecules listed so far containing two or more sulfur atoms:
[8] CCOC(=O)c1ccc(NC(=O)CSC(=S)N2CCOCC2)cc1
[12] Cc1sc2ncnc(Sc3ccccc3C(=O)Nc3ccc(Br)cc3)c2c1C

Screen / compound no.	8	12
ERAP1 inh	15.7	1.9
S100A4 MyoIIA	-3.4	13.1
FN deposition inh	x	7.4
LGR2 antag	7.9	x
EWS-Fli inh	-7.4	-8.5
PAX8 reporter	-2.7	-1.3
PglD inh	x	4.5
PGC1a acetyl inh	x	-5.9

(more compounds)
[17] O=C(NCCc1csc(-c2ccc(C(F)(F)F)cc2)n1)c1cccs1
[18] COc1c(/C=N/NC(=O)c2ccccc2O)c(CCN(C)C(C)=O)cc2c1OCO2
[19] CCOc1cccc(C2CC(=O)Nc3cc(OC)c(OC)cc32)c1 (centres undefined)
[20] CC=Cc1ccc2n(c1=O)C[C@H]1[C@H](CO)[C@@H](C(=O)NCCC)[C@@H]2N1Cc1ccccc1OC (mixture of isomers)
[21] COc1cccc(-c2ccc([C@@H]3[C@H](C#N)N(C(=O)Cc4ccccc4)[C@H]3CO)cc2)c1
[22] Cc1nnc(N2CCC(C(=O)N3CCCCCC3)CC2)c2nn(-c3ccc(Cl)cc3)c(C)c12
[23] Cc1cc(Cl)nc(SCC(=O)c2ccccc2)n1
[24] CN(C)CCNC(=O)CCn1nc(-c2ccc(Cl)cc2)ccc1=O

Screen / compound no.	17	18	19	20	21	22	23	24
ERAP1 inh	3.6	x	-1.9	0.5	-0.6	4.7	-2.8	-1.6
S100A4 MyoIIA	0.3	x	2.0	8.7	2.8	-2.4	7.4	-4.5
FN deposition inh	1.4	12.4	-3.4	14.2	-2.4	6.0	4.6	-2.2
LGR2 antag	6.6	-2.3	5.8	3.3	2.5	-5.9	x	-13.5
EWS-Fli inh	-16.2	x	3.9	-6.2	-1.4	x	-17.1	5.9
PAX8 reporter	-5.1	-2.3	19.2	9.5	11.6	55.2	-6.1	19.6
PglD inh	1.0	6.2	-5.8	-4.7	2.6	-1.3	2.4	4.1
PGC1a acetyl inh	-8.5	-0.7	8.6	x	-10.1	x	x	2.4

[25] Cc1ccc(C)c(S(=O)(=O)N2CCN(C(=O)[C@@H](NC(=O)c3ccc(F)cc3)C(C)C)CC2)c1
[26] COc1ccc(Cl)cc1NC(=O)CCc1nc(-c2ccccc2F)no1
[27] C[C@@H]1CN([C@H](C)CO)C(=O)c2cccc(NC(=O)CCCCCC(=O)Nc3ccccc3N)c2O[C@@H]1CN(C)S(=O)(=O)c1ccccc1
[28] CCOc1ccc(C2/C(=C(\O)c3ccc4c(c3)OCCO4)C(=O)C(=O)N2CCCN2CCOCC2)cc1OC (centres undefined)
[29] COC(=O)C[C@@H]1C[C@@H]2c3cc(NS(=O)(=O)c4ccc(F)cc4)ccc3O[C@@H]2[C@H](CO)O1
[30] COc1ccc(-c2[nH]ncc2-c2csc(C)n2)c(O)c1
[31] C=CCn1c(=O)c2ccccc2n2nnc(C(=O)OCC)c12
[32] Cc1ccccc1S(=O)(=O)N1CC[C@@H]2[C@@H](CO)N(C)c3ccc(Br)cc3[C@@H]21

Screen / compound no.	25	26	27	28	29	30	31	32
ERAP1 inh	-0.8	x	-0.7	-3.9	-2.4&-2.8	-4.3	x	x
S100A4 MyoIIA	-2.1	0.7	0.2	-5.5	-1.6&-3.6	-9.4	-1.6	x
FN deposition inh	0.9	-4.3	x	2.4	-3.7&9.0	-2.1	6.6	3.7
LGR2 antag	18.4	9.3	2.5	1.8	-22.3&7.7	16.9	19.1	-3.1
EWS-Fli inh	2.3	-1.2	8.3	x	-3.7	7.4	4.8	3.4
PAX8 reporter	14.1	13.0	2.2	-2.8	-9.1	-1.2	-12.8	16.0
PglD inh	0.0	1.4	x	5.4	6.3	5.7	-4.5	2.9
PGC1a acetyl inh	9.1	2.5	-1.2	26.4	4.2&-3.6	x	-4.7	-9.1

[33] CCOC(=O)c1ccc(Nc2ncnc3ccccc23)cc1
[34] COc1ccc(CC(=O)N/N=C/C=C/c2ccc3c(c2)OCO3)cc1OC
[35] O=C(c1ccccn1)N1CC[C@@H]2[C@H]1c1cc(Br)ccc1N[C@@H]2CO
[36] O=C(N[C@H]1CC[C@@H](CC(=O)N2CCc3ccccc3C2)O[C@@H]1CO)C1CCOCC1
[37] COc1cc(C(c2sc3nc(C)nn3c2O)N2CCC3(CC2)OCCO3)cc(OC)c1OC (centres undefined)
[38] CCOC(=O)c1cccc(C2=CC(=O)C[C@H](c3ccc(OC)c(OC)c3)C2)c1
[39] CC(C)C(=O)C1=Cc2cccc([N+](=O)[O-])c2OC1N1CCOCC1 (centres undefined)
[40] COc1ccccc1C(=O)NC(=S)Nc1ccc(N2CCOCC2)cc1

Screen / compound no.	33	34	35	36	37	38	39	40
ERAP1 inh	0.2	-0.5	-1.1	x	x	-5.9	0.8	-3.0
S100A4 MyoIIA	-0.6	-10.4	-1.0	8.0	x	-2.0	0.8	-4.2
FN deposition inh	0.5	7.1	13.1	4.1	0.4	18.0	2.0	-6.4
LGR2 antag	-21.8	6.2	-3.5	4.0	x	0.1	8.1	-21.3
EWS-Fli inh	-15.1	2.2	-42.5	-11.3	x	2.7	-5.0	-41.7
PAX8 reporter	-73.9	7.6	-22.9	-3.5	-15.0	8.7	-0.6	-2.2
PglD inh	2.6	7.0	-8.8	-1.5	4.6	-3.6	6.0	2.1
PGC1a acetyl inh	9.3	5.2	-1.7	-2.9	3.1	-16.8	x	0.5

One compound at a time, from the list above:
O=C(c1ccccn1)N1CC[C@@H]2[C@H]1c1cc(Br)ccc1N[C@@H]2CO across the screens: ERAP1 inh = -1.1; S100A4 MyoIIA = -1.0; FN deposition inh = 13.1; LGR2 antag = -3.5; EWS-Fli inh = -42.5; PAX8 reporter = -22.9; PglD inh = -8.8; PGC1a acetyl inh = -1.7
COc1ccc(CC(=O)N/N=C/C=C/c2ccc3c(c2)OCO3)cc1OC across the screens: ERAP1 inh = -0.5; S100A4 MyoIIA = -10.4; FN deposition inh = 7.1; LGR2 antag = 6.2; EWS-Fli inh = 2.2; PAX8 reporter = 7.6; PglD inh = 7.0; PGC1a acetyl inh = 5.2

The list goes on.
[41] O=C(N/N=C/c1cccc([N+](=O)[O-])c1O)c1cccs1
[42] COc1ccc(-c2ccc(C(=O)Nc3cccc(C(C)=O)c3)c3occc23)c(C)c1
[43] COc1ccccc1CNC(=O)c1ccccc1N(C)S(C)(=O)=O
[44] O=C(CCN1C(=O)/C(=C/c2ccc3c(c2)OCO3)SC1=S)NNC(=O)c1cccnc1
[45] CCC(C)(C)NC(=O)c1cc([N+](=O)[O-])ccc1N1CCCCC1
[46] CCC(=O)OCC(=O)Nc1ccc(OC)cc1[N+](=O)[O-]
[47] O=C(NC(=S)Nc1ccc(S(=O)(=O)N2CCCC2)cc1)c1cccs1
[48] Cc1ccc(C(=O)N/C(=C\c2ccc(-c3ccc(Br)cc3)o2)C(=O)NCCCN(C)C)cc1
[49] O=C(C[C@@H]1C=C[C@@H](NC(=O)NC2CCCCC2)[C@H](CO)O1)NCc1ccc(Cl)cc1

Screen / compound no.	41	42	43	44	45	46	47	48	49
ERAP1 inh	-0.9	-3.5	2.7	-0.9	2.0	-3.3	-2.4	0.5	-6.5
S100A4 MyoIIA	1.8	1.0	2.6	-4.3	0.1	0.6	3.5	-0.9	10.2
FN deposition inh	x	0.0	x	-18.4	-10.1	3.0	-3.7	-1.8	x
LGR2 antag	-1.4	-24.6	-22.0	17.0	9.3	-17.2	4.6	u	8.1
EWS-Fli inh	69.0*	-24.2	4.7	-3.4	-4.0	2.1	x	51.5*	7.8
PAX8 reporter	15.5	-145.9	x	-2.6	7.3	9.8	5.4	94.7*	11.5
PglD inh	x	2.3	-2.9	x	-9.7	x	-1.9	x	3.6
PGC1a acetyl inh	x	-5.6	-17.1	6.2	-19.0	-5.4	-6.2	x	-12.4
